MsrA inh = inhibitors of bovine MsrA; purified bovine MsrA, absorbance read-out; inhibition, % at 15.5 µM; 0.75% of 360,000 active; in the data active = inhibition above about 4.5%;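 note: 0% = vehicle wells with enzyme and 100% = reference inhibitor wells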
FAS TE block = blocks the thioesterase domain of human fatty acid synthase; P49327; recombinant FAS-TE, OMFH fluorogenic substrate, fluorescence endpoint; inhibition, % at 15 µM; 0.67% of 360,000 active;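 active = compounds whose normalised, plate-corrected inhibition of enzyme fluorescence in the single-dose primary screen is 50% or more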;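 note: 0% = DMSO with enzyme and 100% = substrate without enzyme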
Target sequence (P49327 whole entry, looked up, the tested form may be a part): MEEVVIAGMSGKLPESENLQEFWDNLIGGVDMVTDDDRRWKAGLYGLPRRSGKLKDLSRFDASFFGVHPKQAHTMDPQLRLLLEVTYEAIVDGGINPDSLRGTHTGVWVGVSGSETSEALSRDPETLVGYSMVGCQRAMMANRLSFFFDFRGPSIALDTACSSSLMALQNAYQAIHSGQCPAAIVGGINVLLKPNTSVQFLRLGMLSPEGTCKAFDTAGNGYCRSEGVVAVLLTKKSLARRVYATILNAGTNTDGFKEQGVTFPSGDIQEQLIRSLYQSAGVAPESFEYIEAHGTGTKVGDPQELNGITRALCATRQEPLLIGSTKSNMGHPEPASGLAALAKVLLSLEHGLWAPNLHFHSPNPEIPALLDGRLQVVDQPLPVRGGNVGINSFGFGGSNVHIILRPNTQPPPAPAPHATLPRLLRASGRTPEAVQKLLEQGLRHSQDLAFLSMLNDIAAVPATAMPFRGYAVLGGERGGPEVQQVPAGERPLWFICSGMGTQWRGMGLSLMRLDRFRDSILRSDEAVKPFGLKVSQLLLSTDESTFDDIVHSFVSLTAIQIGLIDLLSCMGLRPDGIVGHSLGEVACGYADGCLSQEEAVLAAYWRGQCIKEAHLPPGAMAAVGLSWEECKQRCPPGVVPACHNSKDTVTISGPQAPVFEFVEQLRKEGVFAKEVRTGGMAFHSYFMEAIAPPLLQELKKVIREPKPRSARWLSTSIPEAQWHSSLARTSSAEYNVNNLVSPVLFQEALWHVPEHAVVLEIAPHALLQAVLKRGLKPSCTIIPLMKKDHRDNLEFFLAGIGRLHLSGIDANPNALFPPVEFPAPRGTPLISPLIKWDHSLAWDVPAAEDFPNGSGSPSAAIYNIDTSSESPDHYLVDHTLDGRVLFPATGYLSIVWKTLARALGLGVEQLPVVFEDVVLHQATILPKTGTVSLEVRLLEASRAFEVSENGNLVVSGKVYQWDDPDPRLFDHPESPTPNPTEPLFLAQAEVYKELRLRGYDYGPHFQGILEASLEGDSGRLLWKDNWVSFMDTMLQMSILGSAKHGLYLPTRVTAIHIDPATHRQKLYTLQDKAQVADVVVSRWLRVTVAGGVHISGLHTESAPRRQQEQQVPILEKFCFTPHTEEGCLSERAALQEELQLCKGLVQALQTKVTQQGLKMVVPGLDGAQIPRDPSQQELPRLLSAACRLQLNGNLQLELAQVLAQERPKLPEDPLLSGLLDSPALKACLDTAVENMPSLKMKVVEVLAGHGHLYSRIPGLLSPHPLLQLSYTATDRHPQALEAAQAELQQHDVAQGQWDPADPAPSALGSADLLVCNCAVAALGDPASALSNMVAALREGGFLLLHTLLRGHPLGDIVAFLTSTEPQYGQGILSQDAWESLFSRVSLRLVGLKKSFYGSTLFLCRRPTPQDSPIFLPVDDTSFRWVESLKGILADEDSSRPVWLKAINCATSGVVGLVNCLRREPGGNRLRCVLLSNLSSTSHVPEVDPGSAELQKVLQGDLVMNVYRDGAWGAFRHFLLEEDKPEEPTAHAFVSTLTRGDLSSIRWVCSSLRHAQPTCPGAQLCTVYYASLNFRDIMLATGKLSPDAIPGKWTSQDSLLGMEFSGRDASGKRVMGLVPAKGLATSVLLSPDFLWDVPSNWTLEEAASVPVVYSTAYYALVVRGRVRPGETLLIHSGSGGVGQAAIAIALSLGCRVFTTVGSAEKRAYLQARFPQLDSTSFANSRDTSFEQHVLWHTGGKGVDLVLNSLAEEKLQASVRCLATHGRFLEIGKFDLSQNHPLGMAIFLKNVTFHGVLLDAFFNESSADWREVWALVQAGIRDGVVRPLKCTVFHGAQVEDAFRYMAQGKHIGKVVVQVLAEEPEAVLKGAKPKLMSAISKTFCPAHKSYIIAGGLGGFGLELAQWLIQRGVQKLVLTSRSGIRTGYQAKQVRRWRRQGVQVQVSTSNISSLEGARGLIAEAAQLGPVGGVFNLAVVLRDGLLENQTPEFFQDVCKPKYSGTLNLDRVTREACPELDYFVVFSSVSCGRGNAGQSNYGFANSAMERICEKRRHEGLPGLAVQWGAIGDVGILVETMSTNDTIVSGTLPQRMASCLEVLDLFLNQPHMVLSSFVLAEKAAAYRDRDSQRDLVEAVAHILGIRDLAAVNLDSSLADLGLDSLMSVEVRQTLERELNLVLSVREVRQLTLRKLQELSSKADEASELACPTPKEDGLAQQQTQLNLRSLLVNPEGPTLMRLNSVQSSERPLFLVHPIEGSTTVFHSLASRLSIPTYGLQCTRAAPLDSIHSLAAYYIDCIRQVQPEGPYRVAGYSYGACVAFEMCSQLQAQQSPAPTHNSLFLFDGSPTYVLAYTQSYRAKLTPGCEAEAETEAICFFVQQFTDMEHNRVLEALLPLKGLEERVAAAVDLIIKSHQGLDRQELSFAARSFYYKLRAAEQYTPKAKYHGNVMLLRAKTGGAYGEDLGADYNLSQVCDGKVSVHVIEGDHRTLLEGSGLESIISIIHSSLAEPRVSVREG
CendR NRP1 mod = modulators of CendR peptide binding to human neuropilin-1; AID 602438; O14786; 0.85% of 360,000 active; FAM-RPARPAR peptide binding to NRP-1, fluorescence polarization; inhibition, % at 25 µM;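 active = inhibition or corrected inhibition above about 18%, plus a signal ratio from 0.5 to 1.5, limit read from the data, passing the limit was not always enough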; note: strong numbers were not always called active
MT1-MMP act inh = blocks activation of human MT1-MMP. P50281. HT1080 RFP-PRO-GFP cells, GFP/RFP ratio fluorescence, overnight; percent of plate control window, DMSO zero. GFP/RFP ratio change, % at 20 µM. 0.061% of 360,000 active. AID 651647;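 active = GFP/RFP ratio change of at least 30% with cell ATP level not reduced by more than half and red fluorescence within 50% of control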; note: strong numbers were not always called active
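Assay system: HT1080 RFP-PRO-GFP cells | Dosing: 20 µM single dose, 1% DMSO | Incubation: Cells overnight before dosing, compound overnight, 37 °C, 5% CO2 | Evaluation: GFP/RFP fluorescence ratio | Control set: DMSO-only wells and HT1080 RFP-L50D-GFP cell wells as references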
eLon inh = inhibitors of E. coli Lon protease. purified E. coli Lon protease, fluorescence polarization. inhibition, % at 7.94 µM. 0.42% of 360,000 active. AID 602123; in the data active = inhibition above about 13%, passing the limit was not always enough;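 note: 0% = enzyme with probe and DMSO and 100% = no enzyme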
SKN-1 inh = C. elegans SKN-1 inhibition; AID 624304; inhibition, % at 21.8 µM; C. elegans VP596 Pgst-4::GFP/RFP ratio, acrylamide-induced, 24 h; 0.49% of 360,000 active;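 active = interference check ratio from 0.5 to 1.5 plus GFP to RFP signal ratio inhibition reaching or exceeding a fixed threshold, cut at about 30% in these data, passing the limit was not always enough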; note: some compounds called inactive have numbers as strong as hits
Neddyl block = cullin neddylation inhibition; P61081+Q13564; TR-FRET cullin neddylation, biochemical; calls only at 25 µM; 0.58% of 360,000 active; in the data active = inhibition above about 36%
Rin1-Abl PPI inh = blocks binding of human Rin1 to Abl; P00519+Q13671; inhibition, % at 7.35 µM; TR-FRET Rin1/Abl binding, biochemical; 0.4% of 360,000 active; in the data active = inhibition above about 5%, passing the limit was not always enough
MsrA act = activates bovine MsrA enzyme; purified bovine MsrA, absorbance read-out; activation, % at 10.6 µM; 0.3% of 360,000 active; AID 602163; in the data active = activation above about 7.5%;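 note: 0% = vehicle and 100% = reference activator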
* = called active by the depositor; i = inactive; / = not tested or not shown; + = active, no number. Compounds as they come (roughly 4.2% active in at least one column).

SMILES,Rin1-Abl PPI inh,MT1-MMP act inh,MsrA act,CendR NRP1 mod,Neddyl block,SKN-1 inh,MsrA inh,FAS TE block,eLon inh
C=CCOc1ccc(/C=C/C(=O)OCC(=O)N2CCN(C(C)=O)CC2)cc1,-2,4,-11,11,i,1,2.2,-10,-8
NNc1ccc(Cl)c(C(=O)O)c1,0,-2,-7,7,i,-3,0.3,-4,-1
O=C(CSc1ccccc1C(=O)O)NC1CCCCCC1,-3,3,-1,-9,i,-11,-1.6,0,-8
O=c1c2c(nc3nc(NCc4cccc(Cl)c4)[nH]n13)CCC2,3,3,-15,5,i,5,0.5,-4,-4
O=C1CCCC(O)=C1N=Nc1ccc(C(=O)O)cc1,6.7*,61,-1,-5,i,18,0.2,-6,-2
CN(Cc1ccccc1)C(=O)CN(C1CCCCC1)S(C)(=O)=O,-2,2,-4,20,i,-4,-1.9,-9,-7
Cn1nccc1C(=O)N1CCCC(C(=O)c2ccc(Oc3ccccc3)cc2)C1 (centres undefined),0,1,-2,3,i,0,-0.4,-26,8
COc1ccc(-c2ccc(CN3C(C(C)C)C(=O)N(Cc4cn(CCC5OCCO5)nn4)CCS3(=O)=O)cc2)cc1OC (centres undefined),-1,1,2,-15,i,-1,-1.1,5,3
Cc1ccc(-c2cc(C(=O)N/N=C/c3ccco3)[nH]n2)cc1,-1,1,0,-3,i,4,1.8,-3,-3
O=C(CSc1nc2ccccc2c(=O)n1-c1ccc(F)cc1F)Nc1ccc2c(c1)CCC2,2,-6,-5,22*,i,-2,-0.5,54*,3
N#Cc1ccccc1CSCCNC(=O)Cc1c(F)cccc1Cl,-2,-3,2,12,i,7,0.0,1,2
Cc1ccc(O)c(C(=O)/C=C/c2ccc3c(c2)OCCCO3)c1,-1,-9,-5,-5,i,8,1.7,-3,-8
COc1cc(C)c(Cl)cc1S(=O)(=O)NCc1ccco1,-1,7,-2,17,i,2,1.5,0,-8
CC(C)(Oc1ccc(Cl)cc1)C(=O)NCCN1C(=O)S/C(=C/c2cccnc2)C1=O,5,-8,-5,-10,i,-4,2.4,4,-7
COc1cc(NC(=O)c2cc(OC)c(OC)c(OC)c2)c(OC)cc1NC(=O)CN1CCCCC1,-2,0,8.4*,12,i,0,0.7,1,-9
CC(=O)c1cccc(NC(=O)COC(=O)CCC(=O)c2ccc(F)cc2)c1,0,1,0,-12,i,13,0.5,1,-6
CN1C2C=C(N(CCc3c[nH]c4ccccc34)C(=O)c3ccc(Cl)cc3)CC1CC2 (centres undefined),1,-6,2,-6,i,8,-0.5,5,7
Cc1ccc(NC(=O)COc2ccc(/C=C3/NC(=O)NC3=O)cc2)cc1,0,1,-4,9,i,21,1.5,-3,4
Cc1cccc(OCC(=O)NCCCNC(=O)c2ccc(C)nc2)c1,2,-1,-3,-2,i,-11,-0.8,-5,2
O=C(c1cc(COc2ccc(F)cc2Cl)on1)N1CCCC(c2ccccc2)C1 (centres undefined),-2,5,-14,5,i,-4,2.7,26,4
CC(=O)c1ccc(NC(=O)N2CCc3ccccc3C2)cc1,-5,1,-1,1,i,7,-0.1,-3,7
COc1ccc(NS(=O)(=O)c2cc(NS(=O)(=O)c3cc(C(=O)O)ccc3OC)ccc2C)cc1,1,-1,-2,-17,i,6,-0.2,-7,-5
CC(NC(=O)c1cccc(Cl)c1)C1CC2CCC1C2 (centres undefined),1,1,-5,10,i,-5,-0.4,8,11
Cc1cccc(C)c1NC(=O)CN(C)C(=O)CC1OC(=O)c2ccccc21 (centres undefined),5,9,-5,16,i,-9,-0.3,-7,11
C=CCc1c(C)nc(SCC(N)=O)[nH]c1=O,-2,-1,2,8,i,4,/,-8,16
CC(=O)c1sc(Nc2ccccn2)nc1C,-10,-5,-7,8,i,13,4.4,-1,0
Cc1cccc(NC(=S)Nc2ccc(Oc3ccccc3)cc2)n1,-2,4,2,-10,i,12,0.8,19,-13
O=C(CSc1nnc(-c2ccco2)n1Cc1ccccc1)NC(=O)NCc1ccco1,-1,1,0,-19,i,-2,0.7,1,-14
O=C(Cc1ccccc1)N/N=C\c1ccc(Br)o1,-5,0,-2,7,i,4,/,-6,13
O=c1[nH]nc(CNc2ccc(C(F)(F)F)cc2)c2ccccc12,-2,1,-14,2,i,-2,-0.5,18,1
COc1ccc(C(=O)C2CCCN(C(=O)c3ccnn3C)C2)cc1OC (centres undefined),-4,7,0,1,i,-4,-0.3,-1,9
C/C(=N\NC(=O)c1cc(C)oc1C)c1ccc(C)c([N+](=O)[O-])c1,0,0,-1,-10,i,-9,-1.0,-1,6
COc1ccc2cc([C@H](C)C(=O)OCc3cn(CC(=O)c4ccc(O)cc4)nn3)ccc2c1,1,4,-4,2,i,-7,1.4,-8,-5
CCN(CC)S(=O)(=O)c1ccc2c(c1)c(=O)c(C(=O)NCCN(C)CCc1ccccc1)cn2C,6,0,-1,-17,i,10,-0.5,7,-9
COc1ccc(CCNc2nc(N3CCOCC3)nc(N3CCOCC3)n2)cc1OC,-1,-2,0,0,i,17,0.7,0,7
CC(C)(C)c1ccc2c(c1)N(CC(=O)O)C(=O)CO2,-3,-2,-2,-26,i,15,-0.5,-6,6
Cc1noc(C)c1COc1ccc(CC(=O)NC2CCCCCC2)cc1,4,3,-1,2,i,7,0.3,4,-3
COc1ccc(/C=C/c2nc(N)nc(-c3ccccc3O)n2)cc1,1,-2,-3,3,i,2,1.8,2,-3
COc1cc(OC)cc(Oc2ccc(S(=O)(=O)N3CCCCC3)cc2[N+](=O)[O-])c1,2,-4,-1,11,i,9,-0.9,27,7
NC(=O)c1cccc(-c2noc(-c3ccccc3F)n2)c1,0,1,-2,4,i,13,1.6,-5,7
Cn1c(=O)c2c(nc(NN=C3CCCCC3)n2C)n(C)c1=O,-3,6,-4,14,i,6,1.9,-3,9
CCCC(=O)Nc1cccc(-c2nc3ccccc3c(=O)o2)c1,0,2,-4,8,i,1,0.0,-2,3
C[N+](C)(C)CC(=O)N/N=C/c1c2ccccc2cc2ccccc12,-4,4,-4,-1,i,15,0.3,-6,9
O=C1CC(NCCN2CCOCC2)C(=O)N1Cc1ccc(N2CCCC2=O)cc1 (centres undefined),3,-10,-14,1,i,-4,0.8,-11,-4
O=C(COC(=O)CCS(=O)(=O)c1ccccc1)Nc1cc(S(=O)(=O)N2CCCCC2)ccc1Cl,3,5,-2,-2,i,9,0.3,-4,-5
CCC(=O)Oc1ccc2c(c1)O/C(=C\c1ccco1)C2=O,-3,-43,-10,117,i,-15,2.2,-6,30
CCOC(=O)c1cc2c3ccccc3n(CC)c2nc1N,-1,2,-11,-2,i,-3,0.8,-6,-6
O=C(O)c1cc2cc(OCc3ccccc3)ccc2[nH]1,0,1,-2,-2,+,9,1.5,-5,-3
COc1ccc(OCC(=O)Nc2ccc3c(c2)OCO3)cc1,-3,0,-7,2,i,9,-0.9,-1,12
NC1CCCCC1N=Cc1c(O)n(CCc2ccc(F)cc2)c(=O)[nH]c1=O (centres undefined),1,3,2,2,i,-12,-0.6,-9,-1
O=C(NCCc1ccccc1)c1ccc2nc3cc(Cl)ccc3c(=O)n2c1,1,4,-2,1,/,-13,-1.5,-3,4
COc1ccc(S(=O)(=O)NC2CC(=O)N(c3ccc(C)c(C)c3)C2)cc1C (centres undefined),1,-9,-3,10,i,-16,1.1,3,-2
COc1ccccc1CCNC(=O)c1cccc(S(=O)(=O)NCc2ccccc2)c1,-1,0,-4,-11,i,1,0.3,5,10
CCC(C)Sc1nc2c(c(=O)[nH]c(=O)n2C)n1Cc1ccccc1Cl (centres undefined),-4,-4,-4,-13,i,-2,0.5,4,-10
CCOC(=O)N1CCN(C(=O)c2ccc(N(Cc3ccccc3Cl)S(C)(=O)=O)cc2)CC1,3,-4,0,10,i,-2,2.7,-3,-4
O=C(CSc1ccc2nnc(-c3ccccn3)n2n1)N1CCN(c2ccccc2)CC1,4,-2,-2,17,i,-2,-0.6,-5,-10
O=C(CCNC(=O)c1ccc(Cl)cc1)NCCCN1CCOCC1,-1,-1,-1,-4,i,3,-0.1,-7,-1
Cc1ccccc1N=C1C(=O)Nc2ccccc21,-5,-1,-2,-12,i,-4,-0.1,0,-1
O=C(N/N=C/c1c(Cl)nc2ccccn2c1=O)c1cccnc1,-1,-5,-3,6,i,-3,2.4,-2,-17
CN(CC(=O)O)S(=O)(=O)/C=C/c1ccccc1,-1,-4,-1,5,i,0,0.4,-4,-3

A draw from above in order of count of non-hydrogen atoms, falling.
SMILES,Rin1-Abl PPI inh,MT1-MMP act inh,MsrA act,CendR NRP1 mod,Neddyl block,SKN-1 inh,MsrA inh,FAS TE block,eLon inh
Cc1noc(C)c1COc1ccc(CC(=O)NC2CCCCCC2)cc1,4,3,-1,2,i,7,0.3,4,-3
O=C(N/N=C/c1c(Cl)nc2ccccn2c1=O)c1cccnc1,-1,-5,-3,6,i,-3,2.4,-2,-17
NC(=O)c1cccc(-c2noc(-c3ccccc3F)n2)c1,0,1,-2,4,i,13,1.6,-5,7

Continued.
SMILES,Rin1-Abl PPI inh,MT1-MMP act inh,MsrA act,CendR NRP1 mod,Neddyl block,SKN-1 inh,MsrA inh,FAS TE block,eLon inh
Cc1ccc(OCCCCN2CCc3ccccc3C2)cc1,2,4,-3,-5,i,0,-0.2,3,-4
CCOCCCNc1ccc(N2C(=O)CCCC2=O)cc1[N+](=O)[O-],-3,6,-7,17,i,-22,-1.5,-16,5
COc1ccc(OC)c(N(CC(=O)Nc2ccccc2C(=O)NCc2ccco2)S(C)(=O)=O)c1,-5,6,-9,-1,i,-28,-2.2,3,4
O=C1CCc2ccc(OCCCCN3CCN(c4cccc(Cl)c4Cl)CC3)cc2N1,-3,0,-8,-5,i,-9,-1.6,17,36
Cc1ccccc1NC(=O)CN1CCN(c2ccc(F)cc2)CC1,0,1,-1,4,i,-4,-1.9,-1,-10
C=CCOc1ccc(/C=C/C(=O)OCC(=O)N2CCN(S(=O)(=O)c3ccc(C)cc3C)CC2)cc1,2,5,-4,11,i,-4,0.9,2,2
CCN(c1ccc(NC(=O)COC(=O)CCc2nc3ccccc3n2-c2ccccc2)cc1)C(C)C,2,-3,-5,-8,i,6,0.5,27,-16
COc1ccc(N(C(=O)c2ccc(S(=O)(=O)N3CCCC3)cc2)C2C=CS(=O)(=O)C2)cc1 (centres undefined),-1,-3,-4,12,i,12,-0.1,0,-7
O=C(Nc1ccc(OC(F)F)cc1)c1cc(S(=O)(=O)N2CCOCC2)ccc1N1CCCC1,5,-2,-5,-8,i,3,0.4,12,5
CCSC1=N/C(=C\c2cccc(F)c2)C(=O)S1,1,0,-3,-6,i,18,1.0,-12,-3
COc1ccc(C(=O)c2c(C)c3ccccc3n2CC(O)CNC(C)C)cc1 (centres undefined),-4,2,-13,2,i,-2,-0.5,-7,4
O=C(O)c1cc(-c2ccccc2)n(-c2ccc(Cl)cc2Cl)n1,4,-1,-1,7,i,-15,0.6,-6,0
Cc1ccc([N+](=O)[O-])cc1NC(=S)NC(=O)c1cccnc1,1,-1,-9,7,i,5,-0.1,3,-1
O=C(Nc1c(S(=O)(=O)c2ccccc2)csc1Br)c1ccccc1Cl,-2,-1,3,2,i,5,-1.3,1,9
CC(C)(C)OC(=O)NCCC(=O)N/N=C/c1cccc2cccnc12,-4,2,-1,-4,i,-7,1.7,-4,9
CCCCNC(=O)C1c2ccccc2OCC(=O)N1CCOC (centres undefined),/,-2,0,-4,i,-9,-0.9,-9,11
CCc1ccccc1NC(=O)CCC(=O)N1CCSc2ccccc21,0,-1,0,-8,i,7,0.0,-2,-1
